High-throughput results deposited in PubChem BioAssay by several laboratories.
TLR9-MyD88 inh = inhibitors of TLR9-MyD88 association in cells, primary screen, cell-based, CHO, BLA complementation, fluorescence. Toll-like receptor 9 (Homo sapiens) + Myeloid differentiation primary response protein …. CCF4 FRET ratio. inhibition, % at 4.98 µM. 340,000 tested, 0.21% active. AID 504734, 2011;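 active = inhibition above the mean over all tested compounds plus 3 SD, cut at about 21% in these data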;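 note: 0% = DMSO only wells and 100% = clavulanate BLA inhibitor control wells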
Target sequence (Q99836 whole entry, looked up): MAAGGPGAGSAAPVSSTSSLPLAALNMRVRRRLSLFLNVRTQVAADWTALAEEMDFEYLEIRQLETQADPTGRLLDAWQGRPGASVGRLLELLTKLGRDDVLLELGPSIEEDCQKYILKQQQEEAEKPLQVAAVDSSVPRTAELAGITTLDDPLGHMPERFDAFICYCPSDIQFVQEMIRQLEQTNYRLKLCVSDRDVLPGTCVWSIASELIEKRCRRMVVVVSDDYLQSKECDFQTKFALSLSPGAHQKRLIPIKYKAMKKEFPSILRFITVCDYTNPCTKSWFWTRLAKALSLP
Target sequence (Q9NR96 whole entry, looked up): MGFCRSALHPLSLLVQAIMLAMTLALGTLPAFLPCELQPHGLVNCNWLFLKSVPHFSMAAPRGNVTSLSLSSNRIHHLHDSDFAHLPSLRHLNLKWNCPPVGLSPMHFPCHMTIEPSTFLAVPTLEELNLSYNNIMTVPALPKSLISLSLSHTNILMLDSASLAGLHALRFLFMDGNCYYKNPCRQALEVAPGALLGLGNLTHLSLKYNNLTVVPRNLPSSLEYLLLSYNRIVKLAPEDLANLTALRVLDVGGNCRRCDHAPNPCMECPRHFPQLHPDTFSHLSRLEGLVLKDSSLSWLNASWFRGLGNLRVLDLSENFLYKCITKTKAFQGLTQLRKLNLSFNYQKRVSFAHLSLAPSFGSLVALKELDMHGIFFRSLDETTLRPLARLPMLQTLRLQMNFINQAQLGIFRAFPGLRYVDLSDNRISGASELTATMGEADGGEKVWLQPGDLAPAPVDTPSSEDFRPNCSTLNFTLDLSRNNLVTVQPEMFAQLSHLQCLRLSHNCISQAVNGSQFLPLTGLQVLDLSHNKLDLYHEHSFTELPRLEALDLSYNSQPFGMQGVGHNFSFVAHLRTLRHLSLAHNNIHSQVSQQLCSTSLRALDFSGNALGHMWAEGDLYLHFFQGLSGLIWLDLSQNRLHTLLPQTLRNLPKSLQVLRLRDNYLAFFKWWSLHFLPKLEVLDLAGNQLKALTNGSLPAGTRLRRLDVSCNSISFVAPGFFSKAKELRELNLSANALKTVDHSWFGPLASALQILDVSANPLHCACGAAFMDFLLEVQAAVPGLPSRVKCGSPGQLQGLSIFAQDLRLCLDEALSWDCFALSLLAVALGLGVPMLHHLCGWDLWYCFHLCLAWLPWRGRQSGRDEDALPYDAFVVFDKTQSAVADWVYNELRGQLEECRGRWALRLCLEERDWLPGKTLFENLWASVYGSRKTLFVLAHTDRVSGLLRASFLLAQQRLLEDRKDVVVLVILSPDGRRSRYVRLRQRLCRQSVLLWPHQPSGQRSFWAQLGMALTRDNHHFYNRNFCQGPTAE
SRC1 inh = SRC1 coactivator transcriptional activity inhibitors, primary screen, cell-based, luminescence; HEK293 GAL4-SRC1 luciferase reporter; 360,000 tested, 0.12% active; Nuclear receptor coactivator 1 (Homo sapiens), Q15788; inhibition, % at 3.6 µM;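 active = inhibition above the campaign mean plus 3 SD, with each screening campaign given its own cutoff, cut at about 60% in these data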;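 note: 0% = DMSO treated cells and 100% = gossypol at 36 µM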
SRC2 inh = inhibition of GAL4-SRC2 driven luciferase reporter, primary screen, SRC2 inhibitor project, cell-based, luminescence; Nuclear receptor coactivator 2 (Homo sapiens), Q15596; HEK293 GAL4-SRC2 luciferase reporter; inhibition, % at 9 µM; 370,000 tested, 0.17% active; AID 651957, 2012;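 active = inhibition above the mean inhibition of all tested compounds plus 3 SD, set per campaign, cut at about 52% in these data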;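 note: 0% = DMSO treated cells and 100% = cells given Gossypol at 36 µM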
NOD2 RIPK2 PPI = NOD2-RIPK2 binding disruptors in cells, primary screen, fluorescence, CHO cells, BLA complementation | CCF4 ratio | inhibition, % at 4.98 µM | 360,000 tested, 0.38% active; in the data active = inhibition above about 21%;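 note: 0% = vehicle only and 100% = reference blocker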
COUP-TFII inh = NR2F2 transcriptional activity inhibitors, primary screen, cell-based, luciferase reporter, HEK293T, luminescence; AID 686940, 2013; HEK293T NGFI-A luciferase reporter; COUP transcription factor 2 (Homo sapiens), P24468; inhibition, % at 8.6 µM; 370,000 tested, 0.7% active;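 active = inhibition above a per-plate cutoff, mean inhibition of test wells between control levels plus 3 SD, cut at about 38% in these data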;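 note: cells cotransfected with COUP-TFII expression vector driving the NGFI-A reporter; 0% = median of COUP-TF2 test wells and 100% = reporter-only cells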
EBV LMP1 NFkB = EBV LMP1-driven NF-kappaB luciferase reporter inhibitors, primary screen, cell-based, luminescence, single point; LMP1-induced NF-kappaB luciferase reporter cells; inhibition, % at 12.5 µM; 350,000 tested, 0.69% active; AID 504558, 2011; in the data active = inhibition above about 41%;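 note: 0% = neutral control wells and 100% = reference inhibitor control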
TROY NFkB inh = inhibitors of TROY-driven NF-kB signaling, primary screen, Q293 LMP1-TROYcd cells, NF-kB luciferase, uHTS | Q293 LMP1-TROYcd NF-kB luciferase reporter, 4 h | inhibition, % at 10 µM | 360,000 tested, 0.98% active | AID 1347056, 2019;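 active = compounds whose plate-normalised and pattern-corrected inhibition of the luciferase reporter signal at the single screening dose is 50% or more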
SRC3 inh = SRC3 coactivator transcriptional activity inhibitors, primary screen, cell-based, luminescence. HEK293 GAL4-SRC3 luciferase reporter. inhibition, % at 3.6 µM. 360,000 tested, 0.17% active. Nuclear receptor coactivator 3 (Homo sapiens), Q9Y6Q9. AID 588352, 2011;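 active = inhibition above a per-campaign cutoff, the mean of all compounds plus 3 SD, cut at about 60% in these data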;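 note: 0% = DMSO-treated cells and 100% = gossypol-treated cells at 36 µM; higher means less SRC3-driven luciferase light from the GAL4 reporter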
TWEAK-Fn14 inh = inhibitors of TWEAK-Fn14 signaling, primary screen, luciferase reporter cells, uHTS; TWEAK-stimulated Fn14 reporter cells, luciferase luminescence, 8 h; inhibition, % at 10 µM; 360,000 tested, 2% active; in the data active = inhibition above about 50%
NR5A2 inv ag = LRH-1 (NR5A2) inverse agonists, primary screen, cell-based, luminescence, HEK293T, StAR-luciferase reporter; Nuclear receptor subfamily 5 group A member 2 (Homo sapiens), O00482; LRH-1 transfected, 24 h; inhibition, % at 3.6 µM; 360,000 tested, 0.13% active;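 active = inhibition above the mean inhibition of all tested compounds plus 3 SD, cut at about 73% in these data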;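 note: 0% = DMSO wells and 100% = reporter-only cells lacking LRH-1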
C8 TRAIL sens = viability loss with TRAIL in NB7+C8 cells, primary screen, TRAIL sensitizer project, cell-based, ATPlite luminescence. inhibition (viability loss, TRAIL sensitization), % at 10 µM. 360,000 tested, 1% active;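 active = compounds causing at least 50% loss of cell viability in the single-dose screen, relative to plate controls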
* hit, by the source's call; x = no result given. These rows are one share of the data (hit frequency here may not be typical).

SMILES	TLR9-MyD88 inh	SRC1 inh	SRC2 inh	NOD2 RIPK2 PPI	COUP-TFII inh	EBV LMP1 NFkB	TROY NFkB inh	SRC3 inh	TWEAK-Fn14 inh	NR5A2 inv ag	C8 TRAIL sens
CN(/N=C/c1ccc(C(C)(C)C)cc1)C1=NCCN1	-2	0	21	-11	9	3	4	-9	13	0	3
Cc1cc(Nc2ncc(Cl)cc2Cl)n(-c2ccccc2C)n1	-7	16	26	-7	3	6	11	8	-14	12	9
O=C(C1CCN(S(=O)(=O)c2ccccc2)CC1)N1CCC1	1	-18	-18	1	-15	1	-7	-4	8	34	-18
Cc1nn(C)c(C(=O)NNC(=S)NCc2ccccc2)c1Cl	-13	-28	-13	-3	-14	5	7	19	5	23	7
CCOC(=O)CNC(=O)C(NC(=O)C1CCC(C)CC1)C(C)CC (stereo not drawn)	8	-6	-26	-8	8	-17	11	10	3	23	13
O=C(CSc1nc2cc3ccccc3cc2[nH]1)Nc1ccc(F)cc1	2	4	-12	11	-8	-9	-8	14	6	-21	-17
COc1ccc(NC(=O)c2cc(-c3ccccc3)oc2C)cc1	3	2	-15	1	7	3	-20	17	2	6	-6
O=S1(=O)CC(N2CCN(Cc3ccccc3F)CC2)CN1Cc1cn(Cc2ccc(C(F)(F)F)cc2)nn1 (stereo not drawn)	x	x	16	-2	60*	x	23	x	28	16	7
CCCCOc1ccccc1C1NC(=O)NC(C)=C1C(=O)OCCOC (stereo not drawn)	5	-24	22	-17	-14	-9	2	-1	4	-19	-18
COc1ccc(N(CC(=O)N2CCCCCC2)S(=O)(=O)c2ccc(OC)c(OC)c2)cc1	-5	-6	3	-6	4	8	-7	6	5	11	9

Records above shown as hits in COUP-TFII inh:
mol	TLR9-MyD88 inh	SRC1 inh	SRC2 inh	NOD2 RIPK2 PPI	COUP-TFII inh	EBV LMP1 NFkB	SRC3 inh	TWEAK-Fn14 inh	NR5A2 inv ag
O=S1(=O)CC(N2CCN(Cc3ccccc3F)CC2)CN1Cc1cn(Cc2ccc(C(F)(F)F)cc2)nn1 (stereo not drawn)	x	x	16	-2	60*	x	x	28	16

Next records follow.
SMILES	TLR9-MyD88 inh	SRC1 inh	SRC2 inh	NOD2 RIPK2 PPI	COUP-TFII inh	EBV LMP1 NFkB	TROY NFkB inh	SRC3 inh	TWEAK-Fn14 inh	NR5A2 inv ag	C8 TRAIL sens
COc1ccc(-n2cc(C(=O)c3cc(Cl)ccc3O)cc(C#N)c2=O)cc1	0	-44	-11	0	8	6	1	10	-8	14	-3
O=S(=O)(c1ccccc1Cl)N1CCCC1c1nc(-c2ccc(Cl)cc2)no1 (stereo not drawn)	-4	13	-19	2	12	16	-4	15	9	13	3
COc1ccc(-c2nc(C)c(C(C)=O)n2O)cc1	-10	-13	-35	-18	-11	-7	-5	5	-12	-8	13
COCCNC(=O)Cn1ccc2cc(S(=O)(=O)N3CCCCCC3)ccc21	4	-15	9	-9	3	16	12	-4	11	10	-3
CCOc1ccc2nc(N3CCC(C(=O)NC4CCCCC4)CC3)sc2c1	5	-11	-3	-3	10	x	-31	3	0	0	13
O=C(c1ccccc1)N(Cc1ccccc1)Cc1ccccc1	4	-13	-14	0	1	-2	-2	-2	-12	26	19
Cc1cc(NC(=O)CNCC(c2ccccc2)N(C)C)c([N+](=O)[O-])cc1C (stereo not drawn)	3	-16	14	-4	9	5	-8	-20	-14	1	-22
C=CCN(CC(=O)NCc1ccc(F)cc1)C(=O)c1csnn1	7	-24	5	5	-6	-12	-13	3	-2	12	0
CC(O)(c1ccccc1)C(c1ccccc1)C1CCCCN1 (stereo not drawn)	-9	-7	8	-5	-1	-5	-1	1	-1	2	-9
CC1CCC2(CC1)NC(=S)N(c1ccccc1)N2 (stereo not drawn)	2	-9	-10	1	-2	-20	-36	3	-16	3	1
CCCc1cc(C(=O)Nc2cccc3ccccc23)n(C)n1	-9	4	-5	-27	19	-2	3	16	-6	16	0
O=C(CCC(=O)N(CC(=O)NC1CCCC1)c1ccccc1F)Nc1nccs1	-2	-24	-1	-3	3	11	-1	0	-23	-13	-5
Cc1ccc2c(c1)C1CN(C)CCC1N2C(=O)c1cccc(S(=O)(=O)N2CC(C)CC(C)C2)c1 (stereo not drawn)	1	-13	-13	-6	8	7	8	9	-7	0	-3
COc1ccccc1C(=O)NCC(c1cccs1)N1CCc2ccccc21 (stereo not drawn)	-8	-11	-1	5	3	-2	12	1	20	2	1
COc1cc(OC)cc(C(=O)NC(C)c2ccc(Br)cc2)c1 (stereo not drawn)	4	-27	-1	-6	-1	-8	-11	-11	-7	-6	-4
CN1C(=O)CC(c2ccccc2)CC1=O	-13	-8	-4	-12	13	6	5	-10	6	8	3
CCOC(=O)c1c(C)[nH]c(C(=O)OCC(=O)NCCc2ccc(OCC)c(OCC)c2)c1C	1	-11	-3	-3	7	10	-1	9	-8	23	16
COc1ccc(C2=NOC(C(=O)Nc3cc(C)on3)C2)cc1OC (stereo not drawn)	6	8	17	-19	0	-8	-2	3	0	-4	18
Cc1ccc2nc(N3CCN(Cc4ccc(F)cc4)C3=O)c(C)cc2c1	-3	-7	-3	2	-10	1	-25	-4	-8	-11	9
Cc1cc(C)c(NC(=O)c2ccc3c(c2)NC(=O)C(C)S3)c(C)c1 (stereo not drawn)	-10	5	17	1	5	0	-1	-1	13	11	-3

Gathered by group, the entries above with fluorine (five)
SMILES	TLR9-MyD88 inh	SRC1 inh	SRC2 inh	NOD2 RIPK2 PPI	COUP-TFII inh	EBV LMP1 NFkB	TROY NFkB inh	SRC3 inh	TWEAK-Fn14 inh	NR5A2 inv ag	C8 TRAIL sens
O=C(CSc1nc2cc3ccccc3cc2[nH]1)Nc1ccc(F)cc1	2	4	-12	11	-8	-9	-8	14	6	-21	-17
O=S1(=O)CC(N2CCN(Cc3ccccc3F)CC2)CN1Cc1cn(Cc2ccc(C(F)(F)F)cc2)nn1 (stereo not drawn)	x	x	16	-2	60*	x	23	x	28	16	7
C=CCN(CC(=O)NCc1ccc(F)cc1)C(=O)c1csnn1	7	-24	5	5	-6	-12	-13	3	-2	12	0
O=C(CCC(=O)N(CC(=O)NC1CCCC1)c1ccccc1F)Nc1nccs1	-2	-24	-1	-3	3	11	-1	0	-23	-13	-5
Cc1ccc2nc(N3CCN(Cc4ccc(F)cc4)C3=O)c(C)cc2c1	-3	-7	-3	2	-10	1	-25	-4	-8	-11	9

The listing picks up, repeating the two entries before the break.
SMILES	TLR9-MyD88 inh	SRC1 inh	SRC2 inh	NOD2 RIPK2 PPI	COUP-TFII inh	EBV LMP1 NFkB	TROY NFkB inh	SRC3 inh	TWEAK-Fn14 inh	NR5A2 inv ag	C8 TRAIL sens
Cc1ccc2nc(N3CCN(Cc4ccc(F)cc4)C3=O)c(C)cc2c1	-3	-7	-3	2	-10	1	-25	-4	-8	-11	9
Cc1cc(C)c(NC(=O)c2ccc3c(c2)NC(=O)C(C)S3)c(C)c1 (stereo not drawn)	-10	5	17	1	5	0	-1	-1	13	11	-3
COc1ccc(CNC(=O)C(C)Cc2ccccc2)cc1O (stereo not drawn)	-1	-17	-18	4	4	-1	19	-8	-6	-12	7
COc1ccc2nc(NC(=O)c3ccc(F)cc3)sc2c1	9	-133	-43	-11	-30	-8	-59	-89	-9	-102	20
CC1CN(C2CCN(C(=O)COc3ccccc3)CC2)CC(C)O1 (stereo not drawn)	9	-18	14	-1	7	10	-7	6	-14	1	7
CC(C)(C)OC(=O)NC(=NCCCc1cn(CC(=O)N2CCN(C(=O)OC(C)(C)C)CC2)nn1)NC(=O)OC(C)(C)C	-3	6	-10	8	-2	9	0	27	1	4	-27
COc1ccc(C(=O)N2CCN(S(=O)(=O)c3cc(Cl)ccc3OC)CC2)cc1	-11	-17	3	8	2	-14	9	-4	6	7	-7
CCOC(=O)C1=CNS(=O)(=O)NC1c1ccc(C[C@H](NC(=O)CNC(=O)CCc2ccccc2)C(N)=O)cc1 (stereo partly drawn)	-2	1	7	5	-2	-1	1	12	-6	9	-6
COc1ccc(-n2c(=O)cc(N3CCN(c4ccccc4F)CC3)[nH]c2=O)cc1	5	3	-2	-7	1	-12	-6	3	10	11	7
C=CCN1C(=O)C2C3CC(=O)C(c4ccccc43)C2C1=O (stereo not drawn)	x	9	9	-7	26	-2	15	-2	2	9	8
CC1(C)CC(=O)C(C=NCC(O)c2ccccc2)=C(O)C1 (stereo not drawn)	5	-18	-12	2	4	2	-4	7	-5	-18	-9
Brc1ccc(/C=N/c2nc3ccccc3n2CCN2CCOCC2)cc1	-17	-11	0	-11	-7	-11	21	4	-11	0	6
Cc1nnn(C23C[C@@H]4C[C@@H](CC(C(=O)N5CCN(c6ccccc6)CC5)(C4)C2)C3)n1	-10	-4	-29	-7	2	3	-10	7	3	-1	5
O=C(Nc1cccnc1)C1(c2ccccc2)CCCC1	-2	0	-3	-9	7	-5	-10	8	0	0	4
COc1cnc(-c2cccc(C(F)(F)F)c2)c(NC(=O)c2cc3ccccc3s2)n1	x	-3	-32	0	2	x	32	3	14	18	9
O=C(NCc1cccnc1)C1CCCN(S(=O)(=O)c2ccc(Cl)cc2)C1 (stereo not drawn)	-3	-1	1	-9	-12	3	7	-14	10	-8	1
CN(CC(=O)Nc1ccncc1)S(=O)(=O)c1ccc(Br)cc1	-3	13	12	-7	9	1	-11	2	29	2	4
CCOC(=O)N1CCN(CCC(=O)Nc2cc(OC)cc(OC)c2)CC1	1	-9	5	1	16	0	9	8	23	22	0
COc1ccccc1CNC(=O)c1cc(S(=O)(=O)N2CCCC2)cn1C	-2	9	10	3	-9	-8	8	-10	5	-1	-12
CCOC(=O)C(Sc1nn(C)c(=S)s1)C(C)=O (stereo not drawn)	3	8	3	-8	2	4	-17	3	-17	-3	-18
CCOc1ccc(N(CC(=O)N/N=C(\C)c2cccc(NC(C)=O)c2)S(=O)(=O)c2ccccc2)cc1	-7	20	-9	-4	-2	4	7	8	3	-3	18
COc1ncc(-c2ccc3c(c2)S(=O)(=O)c2cccc(C(=O)O)c2C3=O)cn1	2	2	0	-15	-4	-5	-11	10	-11	6	-3
